PLK1 PBD inh: inhibitors of human PLK1 polo-box domain binding. Plk1 PBD binding of FITC phosphopeptide, fluorescence polarization. P53350. Potency, µM, for the others: max response, negative = inhibition, actives largely listed as inhibitors. hit rate 2.8% among 360,000; also: potency is read from the fitted curve at half-maximal effect; series mostly up to about 57 µM; % is scaled to controls: 0 for no effect and ±100 for the full control effect; nearly all actives have a fitted effect of over 65% in size
GLP1R inv ag: acts as inverse agonist at human GLP-1 receptor | Potency, µM (top dose mostly 38.3 µM), for the others: at the top dose activity change, negative = inhibition, hits mostly inhibitors | hit rate 1.6% among 410,000 | HEK293 GLP-1R CRE-luciferase, luminescence, 24 h; GLP-1R form is constitutively active; also: potency is read from the fitted curve at half-maximal effect; % is scaled to controls: 0 for no effect and ±100 for the full control effect; nearly all actives have a fitted effect of over 55% in size
Target sequence (P43220 whole entry, looked up): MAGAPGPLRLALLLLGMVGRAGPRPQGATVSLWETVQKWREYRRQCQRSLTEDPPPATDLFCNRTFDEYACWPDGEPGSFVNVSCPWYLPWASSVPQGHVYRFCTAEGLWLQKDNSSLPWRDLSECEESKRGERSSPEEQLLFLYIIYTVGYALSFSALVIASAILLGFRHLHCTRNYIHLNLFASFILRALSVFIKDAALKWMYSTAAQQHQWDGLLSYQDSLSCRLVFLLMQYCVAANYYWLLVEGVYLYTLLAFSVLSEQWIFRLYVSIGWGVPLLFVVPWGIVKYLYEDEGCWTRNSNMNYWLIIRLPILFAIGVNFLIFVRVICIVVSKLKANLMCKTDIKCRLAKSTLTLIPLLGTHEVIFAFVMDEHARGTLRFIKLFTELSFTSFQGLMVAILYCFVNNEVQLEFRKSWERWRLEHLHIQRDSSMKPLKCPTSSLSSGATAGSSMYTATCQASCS
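Seeding at 200 cells/uL, 12 h culture, 24 hr compound treatment, then luciferase reagent and a luminescence read; cells are HEK293 stably expressing a constitutively active GLP-1R plus cAMP-responsive luciferase.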
DRD3 antagonist: antagonists of human D3 dopamine receptor; P35462; D3R cells, DiscoveRx beta-arrestin luminescence, antagonist mode; hits give low values; max response, negative = inhibition, %; hit rate 2.5% among 360,000; in the data active = max response below about -50%; inconclusive = no clear call, values can overlap the other calls; also: % is scaled to controls: 0 for no effect and ±100 for the full control effect; mostly tested at two doses, the higher about 12 µM
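Cells plated overnight at 1500 cells/well, then exposed to library compounds with dopamine controls for 90 minutes at 37 degrees C. DiscoveRx reagent added for 30–60 minutes at room temperature; luminescence read, quantitative HTS format.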
GLP1R ag: activates the human GLP-1 receptor; P43220; HEK293 GLP-1R CRE-luciferase, luminescence, 4-6 h; cells express a hypersensitive GLP-1R form; Potency, µM (doses to about 45.6 µM), without a hit: at the top dose activation, actives largely listed as activators; hit rate 0.007% among 380,000; AID 624172; also: potency is read from the fitted curve at half-maximal effect; % of control where 0% means no effect
IL-2 act: IL-2 activation | IL-2 activation reporter assay, cell-based qHTS; stimulated with anti-CD3/CD4/CD28 beads; in transgenic mouse T cells | hit rate 0.065% among 360,000 | activation, % (series mostly up to about 46 µM); in the data active = activation above about 50%; inconclusive = mostly about 30% to 49%; also: 0% is about no effect
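Quantitative HTS in unstimulated transgenic mouse T cells, with memory T cells as non-tolerant control and PMA/ionomycin as tolerance-bypass control. Compound pretreatment lasted 60 minutes before 18 h bead stimulation; EGFP/DsRed fluorescence read.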
WRN inhibitor: blocks human WRN helicase; WRN helicase unwinding, fluorescent forked duplex, kinetic; hit rate 0.46% among 360,000; Potency, µM (doses to about 114 µM), for the others: at the top dose activity change, negative = inhibition, most hits filed as inhibitors; Q14191; AID 651768; also: potency is read from the fitted curve at half-maximal effect; % is scaled to controls: 0 for no effect and ±100 for the full control effect; nearly all actives have a fitted effect of over 55% in size
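Kinetic red-fluorescence monitoring (525/598 nm) tracks WRN helicase activity after 100 nM fluorophore-quencher forked duplex and 2 mM ATP are added to 20 nM enzyme pretreated 15 min at room temperature with compound.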
D3 ag: agonists of human D3 dopamine receptor | hit rate 0.58% among 410,000 | D3R DiscoveRx beta-arrestin cells, luminescence, 90 min | max activation, % | P35462; in the data active = max activation above about 30%; also: 0% is about no effect; mostly tested at two doses, the higher about 12 µM
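Agonist-mode cell screen: cells plated at 1500/well and incubated overnight at 37 °C, then exposed to library compounds for 90 min at 37 °C. Detection reagent was added for 30–60 min at room temperature, and luminescence was read.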
GLP1R cytotox: cytotoxicity counter-screen for GLP-1 receptor inverse agonists | HEK293 cAMP-luciferase reporter cells, luminescence, 24 h | Potency, µM (doses to about 38.3 µM), inactives show at the top dose activity change, negative = inhibition, hits mostly inhibitors | hit rate 0.13% among 410,000;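 also: loss of luciferase light is scored as toxicity; potency is read from the fitted curve at half-maximal effect; % is scaled to controls: 0 for no effect and ±100 for the full control effect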
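Cells in DMEM/10% Nu serum/1% pen-strep, 1536-well format. Pre-incubated 12 h, dosed with 23 nL compound, incubated a further 24 h. Luciferase detection, 12 min at room temp, luminescence.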
PI5P4Ka inh: blocks human PI5P4K alpha kinase activity; max response, %; hit rate 1.2% among 330,000; P48426; PI5P4Kalpha enzyme, ADP-Glo luminescence, 60 min; hits give low values; AID 652105; active = max response of -50% or lower; inconclusive = between -30% and -50%; inactive = -30% or higher; also: value at the top dose of about 77 µM; % is scaled to controls: 0 for no effect and ±100 for the full control effect
Target sequence (P48426 whole entry, looked up): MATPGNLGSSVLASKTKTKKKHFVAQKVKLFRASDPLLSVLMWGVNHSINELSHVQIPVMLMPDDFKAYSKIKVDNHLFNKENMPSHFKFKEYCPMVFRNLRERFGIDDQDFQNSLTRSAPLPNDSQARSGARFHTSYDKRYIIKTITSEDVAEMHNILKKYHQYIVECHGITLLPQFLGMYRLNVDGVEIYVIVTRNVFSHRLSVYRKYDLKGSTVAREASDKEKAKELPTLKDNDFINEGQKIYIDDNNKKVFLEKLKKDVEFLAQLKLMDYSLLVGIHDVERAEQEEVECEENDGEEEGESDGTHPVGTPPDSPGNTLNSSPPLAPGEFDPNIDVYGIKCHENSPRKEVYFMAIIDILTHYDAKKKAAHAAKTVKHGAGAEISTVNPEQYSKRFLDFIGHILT
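PI5P4Kalpha ADP-Glo assay; 5 microM ATP final; 60 min RT reaction; HEPES pH 7.4/EGTA/CHAPS, 5% DMSO; controls lacking substrate or enzyme; luminescent end-point.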
* = called active by the depositor; ? = inconclusive; nt = not tested or not shown; [ ] = another dose, or the depositor's remark. Unless noted, calls follow the shape of the dose curve; as a rule, active = well fitted curve in the direction sought with a large enough effect; inconclusive = small, poorly fitted or top-dose-only effect, or another doubt; inactive = no such curve, though single readings can be large; an effect the other way counts as inactive or inconclusive. An unsorted share of the library. Share with any hit: about 7.8%.

SMILES	PLK1 PBD inh	GLP1R inv ag	DRD3 antagonist	GLP1R ag	IL-2 act	WRN inhibitor	D3 ag	GLP1R cytotox	PI5P4Ka inh
COc1cc(/C=C/C(=O)O)cc(S(=O)(=O)NC2CC2)c1OC	?	8%	4	-3%	-0.3	-18%	-8	-21%	-3
CCN1CCN(C(=O)/C(=C/c2cccs2)NC(=O)c2ccc(C)c(C)c2)CC1	-10%	-25%	1	0%	-0.8	-1%	-5	-8%	6
COc1ccc(S(=O)(=O)c2cn(Cc3ccccc3)c3ccc(OC)cc3c2=O)cc1	nt	1%	nt	2%	nt	nt	-5	-3%	nt
CCOC(=O)c1c(NC(=O)CSc2nc3ccccc3c(=O)n2-c2ccccc2)sc(C(C)=O)c1C	-6%	3%	-14	6%	0.1	6%	4	11%	-4
CCC(CC)NCC(O)COc1ccc(Br)cc1 (stereo not given)	-6%	?	-16	-5%	-3.5	?	-15	6%	-1
CCOC(=O)c1ccc(CNC(=O)CSc2nnnn2-c2ccc(Cl)cc2)o1	0%	-10%	20	0%	-0.3	-4%	2	1%	-4
COCCCNC(=S)N(CCO)Cc1cc2cc3c(cc2[nH]c1=O)OCO3	-30%	13%	16	9%	0.3	-6%	2	0%	3
CCc1ccccc1NC(=O)CSc1nc2ncccc2o1	nt	21%	nt	6%	nt	nt	5	3%	nt
Cc1c(CN2CCC(CO)(Cc3ccccc3)CC2)c2ccccc2n1C	3%	?	?	-2%	0.4	-10%	-6	?	10
O=C1Cc2c(-c3ccccc3)cc(-c3cccc(Cl)c3)nc2-c2ccccc2N1	-9%	11%	52	0%	-0.1	4%	6	15%	14
COc1ccccc1NS(=O)(=O)c1ccc(N2CCOCC2)c(N)c1	-8%	25%	-4	0%	1.1	-12%	-2	4%	7
COc1ccccc1NC(=O)c1cc(Br)ccc1Cl	-6%	2%	4	8%	-0.5	-11%	13	4%	6
Cc1ccc2oc(C(=O)NCC(c3ccco3)N(C)C)c(C)c2c1 (stereo not given)	-18%	0%	?	11%	0.4	1%	0	2%	-4
O=C1C2C3C=CC(C3)C2C(=O)N1Cc1ccccc1 (stereo not given)	1%	0%	-14	-8%	-2.7	5%	4	-27%	nt
CCOc1ccc(OCCC(=O)OCC(=O)N2CCN(S(=O)(=O)c3ccc(C)cc3C)CC2)cc1	0%	1%	?	3%	-1.6	-4%	-17	-13%	1
S=C(NCC1CCCO1)N1CCN(c2ccc(Cl)c(Cl)c2)CC1 (stereo not given)	-14%	?	-11	12%	2.4	-8%	-4	-1%	1
COc1cccc(C2=NN(C(C)=O)C(c3cccs3)C2)c1 (stereo not given)	5%	42%[activator]	10	18%	-1.6	8%	4	10%	-5
Cc1ccc(S(=O)(=O)Nc2cc(-c3ccc(Cl)cc3)nn2C)cc1	-13%	?	17	-8%	1.5	-6%	0	-9%	1
CCOC(=O)C1=CCN(S(=O)(=O)c2ccc(C)cc2)C1c1ccc(C)cc1 (stereo not given)	4%	?	9	5%	0.4	-5%	1	-3%	4
COc1cc(/C=N/NC(=O)c2ccc(-n3cccc3)cc2)ccc1O	-12%	1%	1	16%	-0.7	-22%[11.6 µM]	3	8%	?

3 of these compounds in a different format:
| compound | PLK1 PBD inh | GLP1R inv ag | DRD3 antagonist | GLP1R ag | IL-2 act | WRN inhibitor | D3 ag | GLP1R cytotox | PI5P4Ka inh |
| --- | --- | --- | --- | --- | --- | --- | --- | --- | --- |
| Cc1ccc2oc(C(=O)NCC(c3ccco3)N(C)C)c(C)c2c1 (stereo not given) | -18% | 0% | ? | 11% | 0.4 | 1% | 0 | 2% | -4 |
| CCOc1ccc(OCCC(=O)OCC(=O)N2CCN(S(=O)(=O)c3ccc(C)cc3C)CC2)cc1 | 0% | 1% | ? | 3% | -1.6 | -4% | -17 | -13% | 1 |
| COc1ccccc1NC(=O)c1cc(Br)ccc1Cl | -6% | 2% | 4 | 8% | -0.5 | -11% | 13 | 4% | 6 |

Additional results follow.
SMILES	PLK1 PBD inh	GLP1R inv ag	DRD3 antagonist	GLP1R ag	IL-2 act	WRN inhibitor	D3 ag	GLP1R cytotox	PI5P4Ka inh
CCOC(=O)c1c(NC(=O)COC(=O)CCNS(=O)(=O)c2ccccc2)sc(C(=O)NC)c1C	-4%	-39%	-19	2%	-4.0	-4%	-1	-33%	0
CCCCC(=O)Nc1nn(CC)c2nc3c(C)cccc3cc12	1%	12%	2	1%	0.2	9%	17	45%[activator]	-3
COc1ccc(-n2ncc3c(NCC(C)C)ncnc32)cc1	-9%	?	0	-31%[inhibitor]	-0.7	-8%	6	3%	-28
CC(C)CCNC(=O)C(c1ccncc1)N(CC1CCCO1)C(=O)Cn1nnc(-c2ccc(F)cc2)n1 (stereo not given)	-7%	-25%	5	4%	-1.2	-2%	4	-8%	1
O=C1C2CCCN2C(=O)N1CCCCN1CCN(c2cccc(C(F)(F)F)c2)CC1 (stereo not given)	-12%	-16%	-115*	4%	-1.9	11%	-5	1%	-3
COc1ccc(C2C(C#N)=C(N)SC(N)=C2C#N)cc1OC	-22%	32%[activator]	2	7%	0.6	-30%	1	-10%	-60*
CC(C)c1onc(C(=O)Nc2cccc(Cl)c2)c1[N+](=O)[O-]	-14%	?	-23	1%	0.7	-1%	-20	-17%	1
Cc1ccc2nc(-c3cccc(NC(=O)c4ccco4)c3)[nH]c2c1	2%	?	4	2%	-1.9	-19%	0	-28%	-25
COC(=O)C1=CN(c2ccc(F)c(F)c2)C=C(C(=O)OC)C1c1ccc([N+](=O)[O-])cc1	-5%	?	-11	6%	-2.6	6%	0	-8%	-1
O=C(C[C@@H]1C[C@H]2c3cc(NC(=O)NC4CCCCC4)ccc3O[C@H]2[C@H](CO)O1)NC1CCCCC1	-14%	8%	-19	-7%	-1.3	-5%	-7	5%	9

An excerpt of these results, in CSV form:
molecule,PLK1 PBD inh,GLP1R inv ag,DRD3 antagonist,GLP1R ag,IL-2 act,WRN inhibitor,D3 ag,GLP1R cytotox,PI5P4Ka inh
COc1ccc(-n2ncc3c(NCC(C)C)ncnc32)cc1,-9%,?,0,-31%[inhibitor],-0.7,-8%,6,3%,-28
CC(C)CCNC(=O)C(c1ccncc1)N(CC1CCCO1)C(=O)Cn1nnc(-c2ccc(F)cc2)n1 (stereo not given),-7%,-25%,5,4%,-1.2,-2%,4,-8%,1

Next part.
SMILES	PLK1 PBD inh	GLP1R inv ag	DRD3 antagonist	GLP1R ag	IL-2 act	WRN inhibitor	D3 ag	GLP1R cytotox	PI5P4Ka inh
CC1Cc2ccccc2N1C(=O)Cn1c(=O)oc2cc(S(=O)(=O)NC3CCCC3)ccc21 (stereo not given)	-8%	?	-4	-1%	-1.6	-1%	0	7%	0
CC1(C(=O)NS(=O)(=O)c2cccc(Cl)c2)CCN1C(=O)C1CCCCC1 (stereo not given)	-3%	-23%	?	-7%	0.0	-9%	3	1%	2
CCN(CC)S(=O)(=O)c1ccc(N2CCN(C)CC2)c(NC(=O)COc2ccc(F)cc2Cl)c1	3%	?	8	13%	-5.2	2%	-14	-4%	12
Cc1cc(C(=O)COc2cccnc2[N+](=O)[O-])c(C)n1Cc1cccs1	-21%	-14%[0.307 µM]	14	-2%	-0.6	0%	0	-1%[0.307 µM]	?
CC(=O)c1ccc(N2CCN(C(=S)Nc3ccccc3)CC2)cc1	-4%	0%	-3	3%	1.1	-4%	-4	4%	6
CC(C)NC(=S)NNc1nc2ccccc2s1	?	-21%	0	4%	0.1	?	4	0%	-67*
O=C(O)c1ccc(C=C(c2nc3ccccc3s2)c2nc3ccccc3s2)cc1	30µM*	?	?	0%	-2.3	-24%	-13	?	11
Cc1cc2nc(-c3ccc(SCc4ccccn4)nc3)[nH]c2cc1C	?	?	43	-1%	-4.4	?	8	?	-25
CN(Cc1ccc(Cl)cc1Cl)C(=O)c1cccc(S(=O)(=O)NCc2ccccc2)c1	3%	?	-26	-4%	-1.2	-2%	-3	-19%	1
Cc1cnn(-c2cc(N/N=C/c3ccc(F)cc3)ncn2)c1	-10%	39%[activator]	?	5%	-0.1	6%	-14	9%	6
O=C(Nc1ccc(Cl)cc1)Nc1ccccn1	6%	-10%	4	-1%	0.0	3%	-3	-6%	0
O=C(CCS(=O)(=O)c1ccc(Cl)cc1)Oc1ccc2c(c1)OCO2	-29%	-1%	16	-28%	-0.2	-13%	10	-20%	2
O=C(CN1CCN(Cc2ccc(F)cc2)C1=O)NCc1cccs1	2%	3%	?	-1%	-1.2	0%	-4	16%	3

Source: PubChem
